Source: PubChem (several laboratories)
GPR55 beta-arrestin: selective activators of receptor GPR55 – imaging, U2OS cells, beta-arrestin-GFP redistribution, primary screen (AID 1961); one-dose activation, % at 10 µM; EC50 in µM for titrated hits; actives 0.048% (n = 290,000); U2OS GPR55 beta-arrestin-GFP redistribution imaging; higher % means a stronger effect;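 active means activation above 40% with more than 50 cells counted in the well; inconclusive means wells holding fewer than 50 cells, flagged as toxic or sparse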;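 further: U2OS osteosarcoma cells stably expressing GPR55 and beta-arrestin-GFP; plate controls were DMSO negative control for no effect and LPI positive control for full effect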
Large T inhibition: TAg ATPase/helicase activity blockers – biochemical (AID 1903) | one-dose inhibition, % at 20 µM; IC50 in µM for titrated hits | SV40 large T antigen ATPase/helicase inhibition assay; higher % means a stronger effect | actives 0.39% (n = 310,000); in the data active means a potency from the dose series; inconclusive means inhibition mostly from about 32% at the one dose, without a potency; inactive means the rest, 99 in 100 with inhibition below about 32%; further: strong numbers were not always called active
Yfh1-depleted yeast: enhancers of respiration in Yfh1-depleted yeast, dose response, Friedreich's ataxia, plus single-dose screen (AID 1465); S. cerevisiae Yfh1-off respiration, WST-1 reduction, 72 h; higher fold induction means a stronger effect; fold induction at 50 µM; hits with a dose series show EC50 in µM; actives 0.074% (n = 220,000);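 active means fold induction of absorbance versus untreated yeast above a set limit, then at least 30% activation at any dose in follow-up; inconclusive means repeats straddling the limit, or above it without dose testing; inactive means fold induction below the set limit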;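 further: activators that raise dye reduction in frataxin-depleted yeast; strong numbers were not always called active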
NTR1 agonist: NTR1-driven beta-arrestin-GFP spot formation – imaging, U2OS cells, high content, primary screen (AID 493036); P30989; agonist mode; activation, % at 20 µM; actives 0.17% (n = 330,000);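 active means activation at or above 40% of the spot to cytoplasm intensity ratio, with at least 20 cells analyzed; inconclusive means wells under 20 cells, flagged as cytotoxic or low count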;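 further: 0% = DMSO without peptide and 100% = 100 nM NTR1 peptide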
Target sequence (P30989 whole entry, looked up): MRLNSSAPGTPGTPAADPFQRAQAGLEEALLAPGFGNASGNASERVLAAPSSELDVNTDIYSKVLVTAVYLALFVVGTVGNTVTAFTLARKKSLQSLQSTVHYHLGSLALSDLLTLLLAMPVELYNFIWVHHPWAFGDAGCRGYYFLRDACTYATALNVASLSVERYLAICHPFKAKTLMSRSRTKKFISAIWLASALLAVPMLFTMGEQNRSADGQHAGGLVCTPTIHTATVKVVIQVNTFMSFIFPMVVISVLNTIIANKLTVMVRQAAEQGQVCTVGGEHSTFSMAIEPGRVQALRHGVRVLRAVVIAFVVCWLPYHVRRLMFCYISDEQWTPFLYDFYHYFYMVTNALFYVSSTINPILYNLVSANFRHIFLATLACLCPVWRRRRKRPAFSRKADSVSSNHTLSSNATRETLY
MgcRacGAP inhibition: MgcRacGAP GTPase-activating activity inhibitors, confirmation, biochemical, ADP Hunter fluorescence; MgcRacGAP-stimulated Rac1 GTP hydrolysis, ADP Hunter fluorescence; higher % means a stronger effect; GST-tagged Rac1 F28L mutant substrate; inhibition, % at 30 µM, or IC50 in µM where a hit was titrated; actives 0.6% (n = 340,000); AID 624330;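 active means first-screen hits whose inhibition reached a set limit at any dose in the follow-up dose series; inconclusive means inhibition above the set first-screen limit but never retested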;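 further: fluorescence reports GDP produced by GAP-driven GTP hydrolysis; strong numbers were not always called active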
GPR55 LPI antagonism: GPR55 antagonists blocking LPI-driven arrestin recruitment, primary screen, imaging, U2OS, beta-arrestin-GFP, LPI agonist (AID 2013); U2OS GPR55 beta-arrestin-GFP translocation imaging, LPI antagonism; higher % means a stronger effect; inhibition, % at 10 µM, or IC50 in µM where a hit was titrated; actives 0.13% (n = 290,000);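 active means spots per cell inhibited over 60%, with over 100 cells counted and total cytoplasm intensity under 500,000; inconclusive means wells with under 100 cells, flagged as likely toxic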;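 further: U2OS cells stably carrying GPR55 and arrestin-GFP stimulated by 5 µM LPI near EC80; imaged beta-arrestin-GFP aggregate spots per cell after agonist stimulation; plate controls were LPI-stimulated DMSO wells for no effect and DMSO wells without LPI for full effect; some results filed as inactive read as strong as hits; confirmed hits need IC50 under 10 µM and bright autofluorescent wells are also inconclusive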
AID2073: inhibitors of Mint1-CaV2.2 protein interaction, biochemical, HTRF (AID 2073); inhibition, % at 20 µM, or IC50 in µM where a hit was titrated; HTRF protein-protein interaction, Mint1-CaV2.2; higher % means a stronger effect; actives 0.19% (n = 290,000); in the data active means inhibition mostly above about 51%, no sharp cut-off; inconclusive means no clear call, values can overlap the other calls; inactive means mostly below about 53%; further: some results filed as inactive read as strong as hits
GPR35 arrestin U2OS: GPR35 antagonists blocking zaprinast-driven arrestin recruitment, primary screen, imaging, U2OS, beta-arrestin-GFP, zaprinast agonist (AID 2058); U2OS GPR35 beta-arrestin-GFP translocation imaging, zaprinast antagonism; higher % means a stronger effect; actives 0.052% (n = 290,000); one-dose inhibition, % at 10 µM; IC50 in µM for titrated hits;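 active means inhibition of at least 50% with at least 30 cells and total cytoplasm GFP at most 10,000,000; inconclusive means under 30 cells or total GFP of 10,000,000 plus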
Dengue-2 NS5 capping: flavivirus cap methylation enzyme inhibition – biochemical, confirmation dose response, primary screen (AID 588689). Dengue-2 NS5 methyltransferase capping enzyme assay, biochemical; higher % means a stronger effect. inhibition, % at 25 µM; hits with a dose series show IC50 in µM. actives 0.3% (n = 340,000); in the data active means a potency from the dose series; inconclusive means inhibition above about 29% without an active follow-up result
NTR1 agonist cell count 20 µM: also measured in NTR1 agonist; calls as there; cell count; measured here: cell count, cytotoxicity flag
Dengue-2 NS5 capping pilot replicate: second read-out of Dengue-2 NS5 capping, no call of its own (marks repeat the call); inhibition, %; measured here: pilot screen replicate inhibition
* = called active by the depositor; i = inactive; u = inconclusive; x = no result given.

SMILES	GPR55 beta-arrestin	Large T inhibition	Yfh1-depleted yeast	NTR1 agonist	NTR1 agonist cell count 20 µM	MgcRacGAP inhibition	GPR55 LPI antagonism	AID2073	GPR35 arrestin U2OS	Dengue-2 NS5 capping	others
Cc1[nH]c(C)c(S(=O)(=O)NCc2ccc(Cl)cc2)c1C(=O)N1CCCC1	-0.1%	3%	x	0.5	66	6%	9%	10%	8%	-8%
Nc1c(-c2ccc(Cl)cc2)cnn1-c1cc(C(F)(F)F)cc(C(F)(F)F)c1	-0.2%	11%	i	-0.3	54	3%	9%	9%	8%	2%
O=C(CSc1nnc(-c2ccccc2)o1)NC1CC1	x	13%	x	0.8	85	3%	x	x	x	-11%
Cc1ccc2cccc(OCc3ccc(Br)cc3)c2n1	0.0%	8%	x	3.8	68	7%	6%	17%	-11%	-8%
CCCc1ccc2oc(C(=O)NCCN3CCCC(C(N)=O)C3)c(C)c2c1 (stereo unspecified)	0.3%	2%	x	-1.1	56	-12%	17%	-2%	24%	-7%
Cc1nn(-c2ccccc2)c(C)c1/C=N/n1c(-c2ccncc2)n[nH]c1=S	-0.2%	u	i	3.8	76	15%	-3%	-3%	-8%	-5%
Cc1ccc(-c2nc3cccnc3s2)cc1NC(=O)C1c2ccccc2Oc2ccccc21	0.1%	11%	x	0.6	41	6%	6%	25%	-8%	-6%
CC(=O)Nc1nnc(-c2ccccn2)o1	-0.5%	-22%	i	0.6	43	6%	-3%	25%	2%	-4%
Cc1cc(S(=O)(=O)N2CCCC(C)C2)ccc1-n1cnnn1 (stereo unspecified)	-0.2%	2%	x	0.8	50	6%	-6%	-10%	3%	7%
CCCC(=O)Nc1c2c(nn1-c1ccc([N+](=O)[O-])cc1)CS(=O)(=O)C2	0.3%	5%	x	-1.5	86	8%	2%	4%	-4%	1%
COc1ccc(/C=C(/NC(=O)c2ccc([N+](=O)[O-])cc2)C(=O)NCCCN(C)C)cc1	-0.4%	-5%	i	0.5	43	5%	-13%	-12%	-1%	-7%
Cc1cc(=O)cc(C)n1-c1ccccc1Br	0.6%	11%	x	-0.2	67	10%	-10%	-2%	-14%	-8%
Cn1c(SCc2cccnc2)nc2cccnc21	-0.3%	16%	i	-5.0	75	5%	-2%	-5%	15%	0%
Cc1ccc(NC(=O)c2ccco2)c(NC(=O)c2ccccc2)c1	-0.2%	13%	x	3.6	38	5%	4%	4%	-6%	-9%
CC(C)CCc1noc(CN2CCN(CC(=O)NC(C)C)CC2)n1	0.0%	9%	i	1.6	66	7%	-10%	1%	-8%	2%
Cc1cccc(NC(=O)CSc2nnc(C)c(C)n2)c1	-0.2%	5%	x	0.0	50	4%	-2%	-7%	1%	-4%
CC(C)COc1ccc(C(=O)Nc2ccc(NC(=O)c3ccco3)c(Cl)c2)cc1	18%	1%	i	15	37	13%	-11%	8%	10%	-5%
COc1ccccc1CNC(=O)CCNC(=O)Cn1ccc2ccccc2c1=O	-0.1%	2%	i	-0.6	84	8%	7%	-1%	2%	-7%
COc1ccc(C(=O)Nc2cc(Cl)cc(Cl)c2)c(OC)n1	0.2%	1%	i	1.0	39	14%	4%	14%	0%	5%
Nc1ccc2nc3c(c(Cl)c2c1)CCCC3	-0.3%	21%	i	5.1	38	1%	-2%	-4%	0%	26%
O=C(COC(=O)c1ccco1)NC1CCCC1	-0.3%	5%	x	-0.2	37	1%	6%	21%	-3%	2%
Cc1cccc(N(CC(=O)NC2CCCCC2)C(=O)c2ccc(C)s2)c1	0.1%	13%	i	2.5	37	4%	-6%	-5%	0%	-5%
COc1ccccc1N1CCN(CCCCOc2c(OC)cccc2OC)CC1	-0.1%	7%	x	0.6	46	u	-1%	2%	8%	3%
Cc1ccc2nc(SCC(=O)Nc3ccc4sc(C)nc4c3)c(C#N)cc2c1	-0.3%	-4%	i	8.7	79	5%	-3%	24%	-3%	-2%
COc1ccc(OCCCC(=O)NCc2ccco2)cc1	-0.3%	-1%	i	1.2	41	0%	-1%	-4%	8%	-6%
COC(=O)C(NS(=O)(=O)c1ccc(C)cc1)c1ccccc1 (stereo unspecified)	0.0%	14%	x	-1.2	83	10%	-1%	1%	-14%	-6%
COc1ccc(NS(=O)(=O)c2ccc(C)c(C(=O)NCC(c3ccco3)N3CCCCC3)c2)cc1 (stereo unspecified)	x	3%	x	1.9	48	2%	x	x	x	-10%
O=[N+]([O-])c1ccc(Oc2ccc(S(=O)(=O)Nc3ccccc3)cc2)cc1	-0.1%	22%	i	1.5	56	3%	10%	8%	-8%	0%
COc1ccc(NC(=O)C2CCCN(S(=O)(=O)c3cccnc3)C2)c(OC)c1 (stereo unspecified)	0.3%	7%	i	2.5	48	4%	-8%	4%	-22%	-4%
O=C(O)c1ccccc1C(=O)c1ccc(-c2ccccc2)cc1	0.0%	8%	x	-1.0	43	8%	-2%	13%	9%	0%
CC(=O)Nc1cc(C(=O)O)ccc1S(=O)(=O)c1ccc(C)cc1	1.0%	10%	i	1.5	64	5%	28%	4%	-4%	-6%
O=C(COC(=O)c1ccccn1)Nc1ccc2c(c1)OCO2	-0.1%	3%	i	1.3	33	11%	4%	7%	17%	-10%
O=C(CN(CCc1ccccc1)C(=O)CNS(=O)(=O)c1ccc(F)cc1)NCC1CCCO1 (stereo unspecified)	-0.2%	5%	i	1.3	63	10%	-2%	26%	4%	-7%
CCOC(=O)c1ccc(NC(=O)c2nc[nH]c2C(=O)NCC(=O)OC(C)(C)C)cc1	-0.1%	8%	i	17	90	9%	1%	32%	8%	-6%
Cc1ccc(C(=O)Nc2ccc(N3CCN(C(=O)c4ccco4)CC3)cc2)c(Cl)c1	0.0%	14%	x	0.6	44	8%	0%	7%	-1%	2%
Oc1cccc(/C=N/N=C/c2cccc(O)c2O)c1O	0.2%	u	x	1.3	39	u	-9%	4%	2%	62%	Dengue-2 NS5 capping pilot replicate=-5.5
COc1ccc(OC)c(C(=O)NC(CC(N)=O)c2ccc(NCCOc3ccccc3)c([N+](=O)[O-])c2)c1 (stereo unspecified)	-0.3%	-3%	x	0.2	83	5%	-15%	8%	-5%	-4%
O=C(NCc1ccc(F)cc1)c1ccc2c(=O)n3c(nc2c1)CCCCC3	0.6%	x	x	11	50	-8%	-14%	16%	0%	-4%
CCN(CC)S(=O)(=O)c1ccc2[nH]cc(C(=O)NCCN3CCCCC3C)c(=O)c2c1 (stereo unspecified)	-0.2%	23%	x	1.9	73	1%	6%	9%	3%	2%
COCCN(Cc1nc(-c2ccc(-c3ccccc3)cc2)oc1C)C(C)C	-0.3%	4%	x	2.7	53	15%	-4%	4%	-14%	-1%
Cc1ccccc1C(=O)NC(NC(=O)c1ccccc1C)c1cccc([N+](=O)[O-])c1	0.0%	4%	i	-0.3	51	6%	2%	u	10%	-3%
CC(=O)Nc1ccc(C(=O)n2nc(C)cc2C)cc1	-0.1%	8%	i	2.3	84	-9%	-8%	8%	6%	-6%
CC1CCN(C(c2nnnn2CCc2ccccc2)C(C)C)CC1 (stereo unspecified)	-0.1%	6%	i	1.8	47	1%	19%	-14%	-5%	-2%
O=C1C(Cl)=C(Nc2ccc(O)cc2)C(=O)c2ccccc21	0.3%	13%	i	-2.5	44	27%	17%	-40%	6%	27%
Cc1ccccc1NCCC(=O)Nc1ccc(Cl)cc1	0.2%	23%	x	0.9	41	9%	7%	12%	-2%	-3%
Cc1[nH]c2ccccc2c1/C=N/Nc1nc(N2CCCCC2)nc(N2CCCCC2)n1	0.1%	6%	i	21	46	-11%	9%	3%	23%	-5%
Cc1cccc2cc(C(c3nnnn3CC3CCCO3)N3CCCc4ccccc43)c(=O)[nH]c12 (stereo unspecified)	0.3%	13%	i	3.7	70	-3%	0%	74%	-13%	12%
CC1CCC(C(=O)NC(C(=O)N2CCc3ccccc3C2)C(C)C)CC1 (stereo unspecified)	-0.1%	3%	i	-2.3	71	8%	3%	0%	2%	2%
O=C(COC(=O)CCCc1nc2ccccc2s1)NC(=O)NCc1ccco1	-0.4%	4%	i	0.0	66	1%	1%	15%	-2%	-12%
COC(=O)c1[nH]c2ccc(C)cc2c1NC(=O)CN1CCC(C)CC1	-0.1%	7%	i	0.6	87	6%	2%	5%	3%	-5%
O=C(CCCCCN1C(=O)c2ccccc2C1=O)Nc1ccccc1	0.0%	11%	i	-0.5	42	2%	5%	-2%	18%	-2%
S=C(NCCc1ccccc1)N1CCn2cccc2C1c1ccncc1 (stereo unspecified)	0.3%	4%	i	3.6	45	-9%	-5%	-10%	-1%	-11%
CCOc1ccc(CN2CCCC(CNC(=O)c3ccc(F)cc3)C2)cc1CO (stereo unspecified)	0.2%	0%	i	-2.7	77	4%	20%	-10%	19%	-11%
